Screening results deposited in PubChem by National Center for Advancing Translational Sciences (NCATS).
LMNA splice mod: changes lamin A minigene splicing in HeLa cells | AID 1487 | HeLa LMNA splicing GFP/RFP minigene ratio, 48 h | Potency, µM (top dose mostly 46.1 µM), inactives show top-dose ratio change, negative = inhibition, actives largely listed as inhibitors | 0.01% of 200,000 active; active = well fitted inhibition curve with a large enough effect in the signal ratio, with a control signal flat, not every such curve was filed as active; inconclusive = small, poorly fitted or top-dose-only effect, or effect the other way, or a change in a side signal; the % refers to the signal ratio; also: % is scaled to controls: 0 for no effect and ±100 for the full control effect
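S3 HeLa cells stably expressing lamin A-EGFP splicing minigene plus DsRed2, 600 cells/well, 48 h compound exposure at 37C. Laser-scanning cytometry; analysed as GFP (500-530 nm)/RFP (575-640 nm) total intensity ratio; 0.5% DMSO vehicle.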
ALDH1A1 block: ALDH1A1 (human) enzyme inhibition | P00352 | Purified ALDH1A1, NADH fluorescence, propionaldehyde substrate | Potency, µM (titrated, usually from 75.3 µM), inactives show at the highest dose activity, negative = inhibition, actives largely listed as inhibitors | 7.3% of 220,000 active | AID 1030; active = well fitted inhibition curve with a large enough effect, not every such curve was filed as active; inconclusive = small, poorly fitted or top-dose-only effect, or another doubt; inactive = no such curve, though single readings can be large or run the other way;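 also: plate controls were no enzyme wells and a reference inhibitor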
Target sequence (P00352 whole entry, looked up): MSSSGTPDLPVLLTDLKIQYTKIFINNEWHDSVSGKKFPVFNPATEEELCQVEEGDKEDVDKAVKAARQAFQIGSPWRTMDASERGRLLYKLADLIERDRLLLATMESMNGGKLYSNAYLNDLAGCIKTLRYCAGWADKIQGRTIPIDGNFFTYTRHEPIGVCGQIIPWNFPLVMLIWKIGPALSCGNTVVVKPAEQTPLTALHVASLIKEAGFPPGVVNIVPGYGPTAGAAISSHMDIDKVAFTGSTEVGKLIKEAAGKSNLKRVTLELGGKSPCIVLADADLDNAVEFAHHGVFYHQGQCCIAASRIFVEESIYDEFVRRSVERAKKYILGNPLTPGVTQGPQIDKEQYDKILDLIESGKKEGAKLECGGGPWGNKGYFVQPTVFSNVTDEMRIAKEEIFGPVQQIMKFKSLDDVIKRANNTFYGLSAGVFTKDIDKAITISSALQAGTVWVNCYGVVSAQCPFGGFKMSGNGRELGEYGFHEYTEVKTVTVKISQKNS
SMN2 splice up: enhancers of SMN2 splice variant expression; 2.8% of 210,000 active; Potency, µM (titrated, usually from 46.1 µM), inactives show top-dose activity change, positive = activation, usual class: activators; HEK293 SMN2-luciferase splicing reporter, luminescence, 30-36 h; also: % of control where 0% means no effect; nearly all actives have a fitted effect of over 55% in size
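qHTS luciferase splicing reporter: luminescence rises when SMN2 exon 7 is included in transfected HEK293 cells. Compound exposure lasted 30-36 h at 37C, with 4.5 mM final sodium butyrate as control, followed by a ONE-Glo read.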
L3MBTL1 block: blocks human L3MBTL1. Q9Y468. AlphaScreen L3MBTL1–H3K9me1 peptide binding. Potency, µM (titrated, usually from 57.1 µM), without a hit: at the top dose activity, negative = inhibition, actives largely listed as inhibitors. 0.66% of 230,000 active. AID 485360; also: % is scaled to controls: 0 for no effect and ±100 for the full control effect; nearly all actives have a fitted effect of over 60% in size
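Read-out is AlphaScreen signal from streptavidin donor and nickel chelate acceptor beads (10 ug/mL final each) bridging L3MBTL1 (50 nM) and biotinylated K9-monomethylated H3(1-15) peptide (75 nM), after 30 min compound exposure at room temperature.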
KDM4E inh: blocks human JMJD2E demethylase activity; B2RXH2; Potency, µM (series often up to 57.1 µM), without a hit: at the highest dose activity change, negative = inhibition, hits mostly inhibitors; 1.6% of 230,000 active; JMJD2E catalytic domain, FDH-coupled NADH fluorescence (FDH is formaldehyde dehydrogenase); AID 2147; active = well fitted inhibition curve with a large enough effect, not every such curve was filed as active; inconclusive = small, poorly fitted or top-dose-only effect, or another doubt; inactive = no such curve, though single readings can be large or run the other way;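 also: 0% = wells with enzyme and -100% = buffer wells without enzyme; nearly all actives have a fitted effect of over 50% in size; many of its hits are not listed in these tables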
Target sequence (B2RXH2 1-337 limits assumed): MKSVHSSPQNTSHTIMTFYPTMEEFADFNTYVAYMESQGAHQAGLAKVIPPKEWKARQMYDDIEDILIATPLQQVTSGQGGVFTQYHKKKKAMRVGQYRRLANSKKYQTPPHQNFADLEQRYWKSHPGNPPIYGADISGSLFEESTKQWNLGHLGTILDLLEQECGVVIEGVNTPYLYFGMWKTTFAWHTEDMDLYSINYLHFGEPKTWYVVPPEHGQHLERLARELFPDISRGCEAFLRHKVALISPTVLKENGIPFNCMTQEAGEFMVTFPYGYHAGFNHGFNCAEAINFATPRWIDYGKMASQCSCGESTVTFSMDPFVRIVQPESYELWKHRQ
RECQ1 helicase: inhibitors of human RECQ1 DNA helicase. P46063. RECQ1 DNA unwinding, red fluorescence kinetic read. Potency, µM (highest dose often 57.3 µM), for the others: top-dose activity, negative = inhibition, most hits filed as inhibitors. 0.54% of 240,000 active;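 also: plate controls were vehicle for no effect and no enzyme for full effect; nearly all actives have a fitted effect of over 30% in size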
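RECQ1T1 50 nM; forked duplex (20 bp + 30-nt ss tails) 200 nM, ATP 2 mM final; pH 8.0, 2 mM MgCl2, 2.5 ug/ml poly(dI-dC); 15 min compound preincubation; discontinuous kinetic read over 2 h at RT.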
KinaseGlo FLuc: blocks Kinase-Glo luciferase, a counter-screen artifact | Q27757 | Kinase-Glo luciferase, ATP luminescence, 8 min | Potency, µM (titrated, usually from 38.3 µM), for inactives: at the top dose activity change, negative = inhibition, most hits filed as inhibitors | 0.28% of 200,000 active | AID 1379; also: % is scaled to controls: 0 for no effect and ±100 for the full control effect; nearly all actives have a fitted effect of over 60% in size
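Inhibition of Kinase-Glo luciferase light generation was assessed at 10 uM ATP in pH 7.2 imidazole buffer, with luminescence measured after eight minutes at ambient temperature.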
Tau ThT inhib: blocks human tau fibril formation measured by thioflavin T. P10636. recombinant tau K18 P301L (four-repeat tau fragment), heparin-induced fibrillization, ThT fluorescence. Potency, µM (titrated, usually from 57.4 µM), for inactives: top-dose activity, negative = inhibition, hits mostly inhibitors. 2.1% of 270,000 active. AID 1460; also: % is scaled to controls: 0 for no effect and ±100 for the full control effect; nearly all actives have a fitted effect of over 55% in size
Target sequence (P10636 561-689 P618L limits assumed): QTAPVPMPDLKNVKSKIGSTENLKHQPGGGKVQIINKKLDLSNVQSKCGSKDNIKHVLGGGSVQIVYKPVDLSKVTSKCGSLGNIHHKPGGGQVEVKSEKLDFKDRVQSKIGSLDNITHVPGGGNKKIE
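K18 P301L tau (15 uM + 0.24 uM Alexa 594-tagged), heparin 20 uM, NaOAc pH 7, 6 h 37 C; ThT 30 uM, 1 h RT, ex 450/em 510 nm.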
Starred values were filed as active, the others as inactive; i = inactive; ? = inconclusive; / = not tested or not shown; & = joins results of further samples; [ ] = another dose, or the depositor's remark. Unless noted, calls follow the shape of the dose curve; as a rule, active = well fitted curve in the direction sought with a large enough effect; inconclusive = small, poorly fitted or top-dose-only effect, or another doubt; inactive = no such curve, though single readings can be large; an effect the other way counts as inactive or inconclusive. Potency is read from the fitted curve at half-maximal effect. Some of the compounds tested; count on the stated rates, not on these rows.

SMILES	LMNA splice mod	ALDH1A1 block	SMN2 splice up	L3MBTL1 block	KDM4E inh	RECQ1 helicase	KinaseGlo FLuc	Tau ThT inhib
Cc1ccc(OCC(=O)N/N=C\c2ccncc2)c(C)c1	-10%	4%	-13%[1.84 µM]	0%	-3%	-8%	-2%	-9%
COCCn1c(=O)c(-c2cn(C)c3ccccc23)nc2cncnc21	/	4%	7%	/	/	-7%	-1%	/
O=C(Nc1ccncc1)Nc1ccccn1	?	6%	14%	7%	5%	i	6%	2%
Cc1c(NS(=O)(=O)c2ccc3c(c2)c(=O)n(C)c(=O)n3C)c(=O)n(-c2ccccc2)n1C	11%	?	4%	/	0%	-5%	4%	-9%
COc1cccc(N/C(SCc2ccccc2F)=C(/C#N)C(=O)NCc2cccs2)c1	?	?	-15%	-14%	-22%	-13%	-4%	1%
Cc1cc(NC(=O)CSc2nnc(C(C)N(C)C)n2Cc2ccccc2)no1 (stereo not given)	?	?	-10%	-3%	-5%	-9%	6%	-10%
COc1ccc(C2=CSC3=C(C(=O)c4cccc(S(=O)(=O)N(C)C)c4)CCN23)cc1	5%	2µM*	-10%	/	6%	-7%	12%	25µM*
COc1cccc(S(=O)(=O)Nc2ccc(C(=O)N3CCOCC3)cc2)c1	6%	-5%	-10%	3%	2%	-19%	0%	2%
CC1CCCN(C(=O)c2ccc3c(c2)C(=O)N(CCC2=CCCCC2)C3=O)C1 (stereo not given)	-11%	0.5µM*	-34%[inhibitor]	-7%	8%	-4%	1%	3%
Nn1c(Cc2ccccc2F)nnc1SCn1nnc2ccccc2c1=O	2%	-4%	/	-5%	2%	-3%	/	-6%
N[C@H](C(=O)O)c1ccc(O)c(C(=O)O)c1	/	?	-16%	/	?	i	0%	0%&-7%
O=C(CCN1C(=O)c2cccc3cccc(c23)C1=O)Nc1ccon1	/	?	/	13%	?	-4%	-3%	-8%
CCc1ccc(/C=C2/C(=O)N(C)C(=S)N2CC(=O)OC)s1	?	-6%	-21%	3%	4%	i	7%	-17%
O=[N+]([O-])c1cccnc1N1CCC(c2cc(-c3ccc(Cl)cc3)n[nH]2)CC1	?	?	-16%	/	-7%	i	-1%	7.9µM*
Cn1c(=O)c2c(nc(Oc3ccccc3)n2C)n(C)c1=O	4%	-1%	-16%	-5%	5%&2%	-6%	20%	-5%&-4%
Cc1cc(C)nc(SCCN2CCOCC2)n1	8%	11%	-12%	/	0%	i	-6%	-10%
O=c1c(O)c(-c2ccc(O)c(O)c2)oc2ccccc12	/	-15%	/	/	10µM*	2.2µM*	-3%	14µM*
COc1ccc(CNC(=O)C(=O)NCCCn2ccnc2)cc1	/	10%	/	-3%	3%	-6%	-2%	-1%
CC1CC1C(=O)OCC(=O)c1c(N)n(C)c(=O)n(C)c1=O (stereo not given)	-12%[46 µM]	?	0%	14%	0%	-11%	0%	-1%
COc1cc(CCC(=O)Nc2cccc(S(=O)(=O)N(C)C)c2)cc(OC)c1OC	?	0%	-27%	2%	1%	9%	3%	-4%
O=C(CSc1ncc(-c2ccc(F)cc2)[nH]1)NCc1ccco1	11%	2%	-11%	-8%	4%	-9%	8%	-17%
C/C(=N/NC(=O)OC(C)(C)C)c1ccco1	-12%	-2%	14µM*	-6%	-6%	-7%	-24%	-5%
COc1ccc(NC(=O)N2CCN(S(C)(=O)=O)CC2)c(OC)c1	4%[46 µM]	7%	-11%	-1%	15%	-9%	2%	6%
CCc1nnc(NC(=O)C2CCCN2S(=O)(=O)c2ccc(C)cc2)s1 (stereo not given)	-7%	0%	-8%	12%	6%	-2%	4%	-3%
CCOC(=O)N1CCC(N2CCN(S(=O)(=O)c3ccc(Cl)cc3)CC2)CC1	-22%	14µM*	-49%[inhibitor]	/	?	7%	2%	-5%
More compounds follow:
SMILES	LMNA splice mod	ALDH1A1 block	SMN2 splice up	L3MBTL1 block	KDM4E inh	RECQ1 helicase	KinaseGlo FLuc	Tau ThT inhib
CCOC(=O)CN1C(=O)C(O)=C(C(C)=O)C1c1ccc([N+](=O)[O-])cc1 (stereo not given)	-1%	-33%	-29%	/	-3%	-3%	1%	-5%
Cc1cccc(NC(=O)C2c3ccccc3C(=O)N3CCc4ccccc4C23)n1 (stereo not given)	5%	11%	6%	-1%	2%	-2%	-8%	-14%
COc1ccc(CN2CCN(C(C)C)C(CCO)C2)cc1Cn1cccn1 (stereo not given)	/	5%	/	41%[activator]	7%	i	/	6%
Cc1cc(=O)c2ccccc2s1	4%	?	-7%	34%	0%	-3%	0%	3%
N#CC(C#N)=Cc1ccc(OCC(=O)N2CCOCC2)cc1	18%[46 µM]	8.9µM*	3%	/	?	2%	-2%	?
CCS(=O)(=O)c1ccc(O)c(NC(=O)COc2ccc(OC)cc2)c1	-9%	-14%	-8%	6%	10%	-8%	1%	-10%
COC(=O)C1=C(C)NC(=O)/C1=C\c1cc(C)n(-c2cccc(C)c2)c1C	?	?	-36%[inhibitor]	/	-12%	-24%	-2%	25µM*
CN(C)S(=O)(=O)c1ccc(NC(=O)Cn2ccsc2=N)cc1	10%[46 µM]	-15%	9%	9%	-3%	-13%	2%	1%
CCOC(=O)CN(C(=O)CSc1nnc(CNc2ccc(C)cc2C)n1CC)c1ccccc1	-5%	?	-2%	-1%	-3%	-19%	0%	-16%
Cc1cc(NC2CCCCC2)nc(NCc2ccccc2)n1	?	5%	-53%[inhibitor]	-5%	-26%	4%	1%	-9%
O=C1NCC(O)=C1C=NC12CC3CC(CC(C3)C1)C2	25%&16%	15%&-2%	-1%&-3%	5%[11.4 µM]	-4%&2%	-15%&-8%	0%&-4%	-5%&-7%
CCOc1nc(NC(=O)NS(=O)(=O)c2cccc(Cl)c2)nc(-c2ccccc2)n1	3%	16%	?	2%	9%	-6%	-2%	-3%
COc1ccc(NS(=O)(=O)c2ccc3nc(COc4cccc5ccccc45)[nH]c3c2)cc1	?	22µM*	-15%[1.84 µM]	-7%	4%	-1%	-4%	-11%
COc1ccccc1N1CCN(C(=O)CN2C(=O)c3ccccc3C2=O)CC1	/	-5%	21%	-6%	4%	17%	2%	7%
Clc1ncccc1-c1nc2ccccc2n1Cc1ccccc1	13%	-4%	?	3%	?	-7%	6%	1%
O=C(O)C1CCCN1c1ncccc1[N+](=O)[O-] (stereo not given)	/	0%	12%	/	3%	-5%	4%	-12%
O=C(CCc1nnc(-c2ccsc2)o1)NCc1ccccc1OC(F)(F)F	/	5%	/	-1%	4%	-3%	/	-8%
CC1Cc2nc(SCC(=O)c3ccccc3)n(Cc3ccccc3)c(=O)c2S1 (stereo not given)	?	?	-5%	-5%	-5%	-8%	0%	-12%
COc1cc(C2CC(c3cccnc3)=NN2c2ccc(F)cc2)cc(OC)c1OC (stereo not given)	?	?	?	23%	?	i	-1%	-4%
CCOc1ncccc1C(=O)Nc1ccccc1F	/	-2%	/	35%[activator]	8%	-7%	/	-11%
CC1CCN(C(=O)C2CCCCN2S(=O)(=O)c2cccc([N+](=O)[O-])c2)CC1 (stereo not given)	/	?	-1%	2%	9%	25%	-1%	-7%
CCc1cc(-c2nc(N)ncc2-c2ccc(Br)cc2)c(O)cc1OC	/	/	/	?	-5%	i	/	?
NS(=O)(=O)c1ccc(NC(=O)COC(=O)COc2ccc(Br)cc2)cc1	8%[46 µM]	18%	/	4%	-20%	-7%	/	-10%
Cc1onc(-c2c(Cl)cccc2Cl)c1C(=O)N/N=C(\N)COc1ccc(Cl)cc1	?	-4%	/	-14%	?	3%	6%	-14%
CCSc1nnc(-c2ccc(C)cc2)c2ccccc12	-16%	-3%	-7%	4%	-9%	-11%	1%	?
Next part:
SMILES	LMNA splice mod	ALDH1A1 block	SMN2 splice up	L3MBTL1 block	KDM4E inh	RECQ1 helicase	KinaseGlo FLuc	Tau ThT inhib
CC(=O)c1c(N2CCN(Cc3ccccc3)CC2)[nH]c(-c2ccccc2)nc1=S	22%	-16%	-13%	-3%	2%	i	-1%	-11%
O=C1C2(CCC13COC(c1ccc(O)cc1)OC3)COC(c1ccc(O)cc1)OC2 (stereo not given)	0%	9%	-13%	-7%	-3%	-2%	-2%	-11%
CCOC(=O)c1c(N)sc(C(=O)N2CCCCC2)c1C	-12%	?	2%	-1%	0%	0%	1%	2%
O=C(c1cccc(C(F)(F)F)c1)N1CCOC12CCN(c1ncc(C(F)(F)F)cc1Cl)CC2	?	6%	-43%[inhibitor]	/	6%	-5%	1%	-10%
CC(C)c1ccc(/C=N/NC(=O)c2ccccc2Cl)cc1	-7%[46 µM]	-9%	/	/	6%	-4%	0%	-10%
O=C(Nc1ccccc1N1CCN(c2ccc(F)cc2)CC1)C12CC3CC(CC(C3)C1)C2	-3%	?	-18%	-5%	-15%	-8%	2%	?
COC(=O)CCCCCCCCC(O)C[N+]1(C)CCOCC1 (stereo not given)	/	/	/	8%	-1%	-4%	/	-5%
COC(=O)/C=C/C(=O)N1CCN(c2ccccc2C)CC1	-6%	?	-6%	2%	6%	-1%	-1%	-3%
CCC(=O)Nc1ccccc1Nc1cc(C#N)c(C#N)cc1[N+](=O)[O-]	?	4%	-4%	-5%	-14%	i	7%	-11%
COc1ccc(Cn2c(C3CC3)nc3ccc(NC(C)=O)cc3c2=O)cc1	5%	-11%	11µM*	-4%	?	-6%	-24%	-3%
CC(C)CC(=O)NNC(=O)C(C)C	-5%	5%	6%	7%	2%	-1%	-4%	9%
CCN(CC)S(=O)(=O)c1cccc(NC(=O)Nc2cccc(C(F)(F)F)c2)c1	?	5%	-45%[inhibitor]	/	-4%	-21%	3%	-14%
Cc1ccc(S(=O)(=O)NC(C)C(=O)Nc2ccccc2C(=O)N2CCCC2)cc1 (stereo not given)	?	?	/	-8%	-6%	-3%	/	-2%
